Assay outcomes (PubChem)
CASP6 VEID inh: blocks human caspase-6 cleavage activity. AID 686996. purified caspase-6, Z-VEID-R110 cleavage fluorescence. 350,000 compounds, 0.53% hits. inhibition, % at 12.5 µM. P55212;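 active = mean inhibition across replicates at least about 35%, with every replicate also reaching that limit, limit read from the data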;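 also: 0% = median of neutral control wells and 100% = no fluorescence left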
Target sequence (P55212 24-179 limits assumed): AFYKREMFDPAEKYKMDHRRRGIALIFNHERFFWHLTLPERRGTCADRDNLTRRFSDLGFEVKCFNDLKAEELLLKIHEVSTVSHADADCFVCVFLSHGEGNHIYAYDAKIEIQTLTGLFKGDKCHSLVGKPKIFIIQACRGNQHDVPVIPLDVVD
Target sequence (P55212 194-293 limits assumed): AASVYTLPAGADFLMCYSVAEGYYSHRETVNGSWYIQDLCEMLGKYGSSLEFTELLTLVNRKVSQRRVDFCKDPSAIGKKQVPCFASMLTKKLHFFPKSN
ARNT-TACC3 inh: disrupts binding between human ARNT and TACC3; inhibition, % at 9.99 µM; 390,000 compounds, 0.66% hits; Q9Y6A5; AlphaScreen His-ARNT PAS-B/GST-TACC3 binding, luminescence; TACC3 fragment carries E629A point mutation; AID 623870;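 active = mean inhibition of replicates at least 50% and at least half of replicates each reaching 50%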;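 also: 0% = complete ARNT plus TACC3 wells and 100% = ARNT alone without TACC3; many hits fall short of the cut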
RAD52 anneal inh: RAD52 (human) annealing inhibition | AID 651710 | recombinant RAD52 DNA annealing, FRET fluorescence | P43351 | inhibition, % at 18.7 µM | 360,000 compounds, 0.46% hits;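 active = every replicate showing at least 50% inhibition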
PglD DTNB: PglD (C. jejuni) enzyme inhibition; 360,000 compounds, 0.098% hits; inhibition, % at 12.5 µM; purified PglD enzyme, DTNB colorimetric CoA detection; AID 602405; in the data active = inhibition above about 16%, passing the limit was not always enough; also: strong numbers were not always called active
E-sel inducer: E-selectin induction on HUVECs. 260,000 compounds, 0.37% hits. P16581. activation, % at 7.58 µM. HUVEC E-selectin immunofluorescence imaging; normalized: neutral wells 0, TNF-alpha wells 100;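 active = mean E-selectin-positive cell signal at least 10% of the positive control, reached in at least 60% of replicates, without over 20% cell loss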;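 also: in these data hits start at about 27%; measured in HUVEC primary endothelial cells; signal is the percent of cells scored E-selectin positive by PE staining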
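Material: HUVEC primary endothelial cells; Amount: 3,000 cells per well; Dosing: single concentration; Medium: EGM-2 growth medium on 0.1% gelatin-coated wells; Read-out basis: percent E-selectin-positive cells; Signal: immunofluorescence imaging; Control set: TNF-alpha, DMSO.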
RAD54 inh: inhibitors of human RAD54 branch migration; Q92698; 360,000 compounds, 0.14% hits; inhibition, % at 10.4 µM; RAD54 Holliday junction branch migration, FAM/BHQ fluorescence;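 active = mean normalized replicate activity at least 40 and at least half of replicates scoring 40 or more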;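 also: 0% = median of neutral control wells and 100% = median of positive control wells; inhibitors cause a drop in the FAM fluorescence signal; in these data hits start at about 50%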
esBAF inh: inhibitors of esBAF chromatin remodeling in mouse ES cells. reporter increase, % at 12.5 µM. 350,000 compounds, 2% hits. Bmi1-luciferase knock-in reporter, 24 h; 100% = twice the neutral-well signal; in the data active = activation above about 40%;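 also: 0% = median of the plate's neutral control wells and 100% = double that signal; a rise in the Bmi1 reporter signal indicates esBAF inhibition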
ERp5 block: inhibitors of human ERp5. ERp5 insulin aggregation, absorbance 650 nm, 90 min. inhibition, % at 9.99 µM. 350,000 compounds, 0.05% hits;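 active = mean replicate inhibition above about 25%, with every replicate also reaching it, limit read from the data, passing the limit was not always enough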
Target sequence (Q15084 whole entry, looked up): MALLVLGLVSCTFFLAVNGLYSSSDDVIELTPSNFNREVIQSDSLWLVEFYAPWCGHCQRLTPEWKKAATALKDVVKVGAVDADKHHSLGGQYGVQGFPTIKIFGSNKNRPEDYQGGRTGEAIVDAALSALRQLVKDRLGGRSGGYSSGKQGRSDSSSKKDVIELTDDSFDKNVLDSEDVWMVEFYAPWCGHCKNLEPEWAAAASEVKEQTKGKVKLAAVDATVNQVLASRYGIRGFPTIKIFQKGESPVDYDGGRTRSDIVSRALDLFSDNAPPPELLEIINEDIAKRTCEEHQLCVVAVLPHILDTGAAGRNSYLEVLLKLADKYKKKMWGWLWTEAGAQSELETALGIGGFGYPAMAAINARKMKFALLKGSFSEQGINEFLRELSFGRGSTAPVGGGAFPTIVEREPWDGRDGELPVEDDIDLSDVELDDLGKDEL
* marks the source's active call; other numbers are inactive results; . = not tested or not shown; & = joins results of further samples.

1	O=C(N=C1SC2CS(=O)(=O)CC2N1c1cccc(F)c1)C1CC1 (centres undefined)
2	COC(=O)c1ccc(-c2csc(NC(=O)c3ccc(S(=O)(=O)N4CCc5ccccc5C4)cc3)n2)cc1
3	O=C(/C=C/c1ccccc1)c1ccccc1
4	Cc1ccc(C(=O)N/N=C2\CCCc3ccccc32)c(C)c1
5	O=C(Nc1ccc(N2CCOCC2)cc1)c1csc(COCCO)n1
6	NC(=O)c1nc[nH]c1C(=O)Nc1cccc(C(F)(F)F)c1
7	CCC(C)N(C(=O)COC(=O)CN=C1NS(=O)(=O)c2ccccc21)C1CCS(=O)(=O)C1 (centres undefined)
8	CO[C@@H]1CN(C)C(=O)c2ccc(NC(=O)c3ccccc3F)cc2OC[C@H](C)N(C(C)=O)C[C@H]1C
9	C/C=C/c1ccc([C@@H]2[C@@H](CO)N(C(C)=O)[C@H]2CNC(=O)c2ccccc2)cc1
10	Cc1ccc(-c2noc(Cn3nc(C(=O)O)c4ccccc4c3=O)n2)cc1
Assay by compound | 1 | 2 | 3 | 4 | 5 | 6 | 7 | 8 | 9 | 10
CASP6 VEID inh | 1 | . | . | -2 | 1 | 2 | -3 | 1 | 0 | -3
ARNT-TACC3 inh | -4 | -8 | -3 | . | . | 2 | -10 | -3 | -5 | -1
RAD52 anneal inh | -11 | . | -1 | -7 | -14 | -9 | -14 | -3 | -79 | 0
PglD DTNB | -1 | -3 | 4 | . | 6 | -3 | -1 | 2 | -5 | 0
E-sel inducer | . | 0.0 | 0.0 | 0.2 | . | -0.1 | -1.2 | -0.1 | 0.0 | -0.1
RAD54 inh | -1 | -2 | 1 | . | -6 | -5 | 2 | -9 | -2 | 7
esBAF inh | -1 | . | 23 | . | 8 | 27 | -12 | -6 | -6 | 15
ERp5 block | 5 | . | 1 | 1 | -11 | 2 | 1 | 0 | -4 | 4

11	CC(=O)OCC(OC(C)=O)C(OC(C)=O)C(OC(C)=O)C(=O)Nc1ccc(C)cc1C (centres undefined)
12	CCCCNC(=O)c1nc(-c2cnccn2)oc1-c1ccc(Cl)cc1
13	O=C(NCc1nc2ccccc2[nH]1)c1cccs1
14	CC(C)NC(=O)N(C)C[C@H]1Oc2ccc(N(C)C)cc2C(=O)N([C@@H](C)CO)C[C@@H]1C
15	Cn1cc(S(=O)(=O)N2CCC(C(N)=O)CC2)c(=O)n(C)c1=O
16	COc1cc(C=O)ccc1OCc1ccc(Cl)nc1
17	COc1ccc2c3c(n(C)c2c1)[C@H](CO)N(C(=O)Nc1cccc(F)c1)CC31CCN(Cc2nccs2)CC1
18	O=C(Nc1ccccc1)OCCOc1ccccc1
19	CCCCCn1c(=N)n(CC(O)COc2ccccc2OC)c2ccccc21 (centres undefined)
20	O=C(C1CCN(S(=O)(=O)c2ccccc2)CC1)N1CCc2ccccc21
Assay by compound | 11 | 12 | 13 | 14 | 15 | 16 | 17 | 18 | 19 | 20
CASP6 VEID inh | . | 3 | 4 | -1 | 0 | -1 | 1 | . | 2&2 | -7
ARNT-TACC3 inh | . | . | -6 | . | -3 | 1 | . | -8 | 5&-2 | 1
RAD52 anneal inh | . | -9 | -9 | -3 | 0 | 0 | -7 | . | 12&14 | -15
PglD DTNB | 5 | . | -2 | 4 | -1 | -3 | . | -2 | 2&1 | -5
E-sel inducer | -2.6 | 0.0 | 0.2 | -4.4 | -2.0 | -2.5 | -0.5 | . | 0.2&0.2 | -0.2
RAD54 inh | 5 | . | 2 | -2 | -9 | 13 | . | 10 | 3&2 | 12
esBAF inh | -4 | . | 36 | -5 | -5 | 63* | . | 52* | -37&-33 | -11
ERp5 block | . | 2 | 5 | 5 | 0 | 7 | -8 | . | 2&-4 | -2

21	CCCNC(=O)[C@H]1[C@H](CO)[C@H]2Cn3c(ccc(C4=CCCCC4)c3=O)[C@@H]1N2C(=O)CC
22	C[C@@H]1CCCCO[C@H](CN(C)C(=O)Nc2ccc3c(c2)OCO3)[C@@H](C)CN([C@@H](C)CO)C(=O)c2cc(N(C)C)ccc2O1
23	CN1CCN(NC(=O)Nc2cccc(Cl)c2Cl)CC1
24	CC(C)(O)C#Cc1ccc([C@@H]2[C@H](CO)N3CCCCN(C(=O)c4ccc(F)cc4)C[C@@H]23)cc1
25	O=C(NC(CO)Cc1ccc([N+](=O)[O-])cc1)C(Cl)Cl (centres undefined)
26	Cc1nnc(SCC2=C(C(=O)O)N3C(=O)C(NC(=O)c4cccc(F)c4F)C3SC2)s1 (centres undefined)
27	COc1ccc(N2CC(C(=O)N[C@@H](C)C(=O)NCc3ccccc3OC)CC2=O)cc1 (some centres undefined)
28	COc1cccc(NC(=O)CN(C)C(=O)c2cccc(S(=O)(=O)Nc3ccc(C)cc3)c2)c1
29	COc1ccc(NC(=O)N(C)C[C@H]2Oc3c(NC(=O)c4cc(C)nn4C)cccc3C(=O)N([C@H](C)CO)C[C@@H]2C)cc1
30	O=C(CN(CC1CCCO1)C(=O)CCC(=O)Nc1ccccn1)NCC1CCCO1 (centres undefined)
Assay by compound | 21 | 22 | 23 | 24 | 25 | 26 | 27 | 28 | 29 | 30
CASP6 VEID inh | . | 2 | 1 | -3 | . | -2 | -4 | 1 | 2 | .
ARNT-TACC3 inh | . | 4 | 1 | -1 | 0 | 0 | 3 | 2 | 1 | -2
RAD52 anneal inh | . | 18 | -7 | 18 | . | -14 | 3 | -12 | -5 | .
PglD DTNB | -3 | 0 | . | 19 | 3 | . | 1 | 1 | -2 | 4
E-sel inducer | 0.3 | -0.3 | . | 0.0 | . | . | . | 1.1 | . | .
RAD54 inh | 5 | -4 | . | -3 | -6 | . | 2 | -11 | 1 | -13
esBAF inh | 7 | -3 | . | -5 | 5 | . | 6 | -3 | 4 | 3
ERp5 block | -1 | 4 | 4 | 0 | . | 4 | -3 | 2 | -7 | .

31	CC1CCCN(C(C(=O)Nc2ccc3c(c2)OCO3)c2ccccc2)C1 (centres undefined)
32	CSCCC1NC(=O)N(CC(=O)Nc2ccc3c(c2)OCCO3)C1=O (centres undefined)
33	C=C1C(=O)O[C@H]2C[C@]3(C)C([C@@H](OC(=O)/C(C)=C/C)[C@H]12)[C@](C)(O)CC[C@H]3O (some centres undefined)
34	O=C(N/N=C/C=C\c1ccccc1)c1cnccn1
35	COC(=O)[C@H](CC(C)C)NC(=O)NCCCc1ccccc1
36	COc1ccc(NC(=O)Nc2ccc3c(c2)C(=O)N([C@H](C)CO)C[C@@H](C)[C@H](CN(C)S(=O)(=O)c2ccccc2)OCCCC[C@H](C)O3)cc1
37	CC(NC(=O)c1ccc(NC2=NC3CS(=O)(=O)CC3S2)cc1)c1ccccc1 (centres undefined)
38	O=C(NNC(=O)C1CCCO1)c1ccc(F)cc1 (centres undefined)
39	O=c1oc(-c2ccco2)nc2sc3c(c12)CCCCC3
40	CC1=C(C(=O)N(C(C)C)C(C)C)CC(CC(=O)NCCc2ccccn2)C(=O)N1CCCN1CCCC1=O (centres undefined)
Assay by compound | 31 | 32 | 33 | 34 | 35 | 36 | 37 | 38 | 39 | 40
CASP6 VEID inh | 0 | 0 | 18 | -6 | . | 2 | 1 | . | 4 | 6
ARNT-TACC3 inh | 7 | -1 | 5 | -4 | -9 | -6 | 30 | 0 | -2 | .
RAD52 anneal inh | 2 | -12 | -9 | -3 | . | -10 | -5 | . | -6 | 0
PglD DTNB | 0 | -8 | 0 | . | 4 | 0 | 0 | -1 | -3 | 1
E-sel inducer | -0.1 | -2.5 | . | -0.6 | . | . | 0.5 | . | . | 0.5
RAD54 inh | -2 | -4 | 0 | . | -11 | 8 | 4 | -1 | 8 | 13
esBAF inh | -10 | 8 | 9 | . | 2 | 3 | 4 | 2 | 57* | -3
ERp5 block | 1 | 1 | -2 | 2 | . | 2 | 4 | . | -5 | -4

41	COC(=O)c1c(-c2ccccc2)csc1N1C(=O)Nc2ccccc2N1O
42	COc1cc(OC)cc(C(=O)NC(=S)N2CCCCCC2)c1
43	Cc1cc(OCC(=O)NC2CCN(Cc3ccccc3)CC2)c2c(C)c(C)c(=O)oc2c1
44	COCCCn1c(=O)c2sccc2n(Cc2ccc(C)cc2)c1=O
45	CCC1CCCCN1CCCNC(=O)C1CCCN(c2ncnc3c2nc2n3CCCCC2)C1 (centres undefined)
46	COC(=O)C1=C(C)NC(=O)/C1=C\c1cc(C)n(-c2c(C)cccc2C)c1C
47	O=C(c1c[nH]c2ccccc12)N1CCN(Cc2ccccc2)CC1
48	CCN(C(=O)CSc1nnc(-c2cccc(F)c2)n1N)c1c(N)n(Cc2ccccc2)c(=O)[nH]c1=O
49	C[C@@H]1CN([C@@H](C)CO)C(=O)c2cc(C#CCc3ccccc3)cnc2O[C@H]1CN(C)Cc1ccccc1
50	COc1cccc(S(=O)(=O)N[C@H]2CC[C@@H](CC(=O)NC3Cc4ccccc4C3)O[C@H]2CO)c1
Assay by compound | 41 | 42 | 43 | 44 | 45 | 46 | 47 | 48 | 49 | 50
CASP6 VEID inh | 10 | 1 | . | -4 | -12 | . | 2 | -4 | 2 | 3
ARNT-TACC3 inh | 17 | -1 | -6 | 2 | -4 | -14 | 4 | -3 | . | 10
RAD52 anneal inh | -20 | -13 | . | -8 | -7 | . | -12 | -7 | -22 | -17
PglD DTNB | 3 | . | 1 | -4 | . | 1 | . | -1 | . | 1
E-sel inducer | . | 3.8 | . | 0.2 | . | . | 5.6 | -2.3 | -0.4 | 0.0
RAD54 inh | -7 | . | 4 | -3 | . | 4 | . | -3 | . | -4
esBAF inh | . | . | -2 | 3 | . | -7 | . | -3 | . | 1
ERp5 block | 6 | 0 | . | 4 | -6 | . | -1 | 3 | -1 | 1

51	CCc1ccc[n+](-c2[nH]c(=O)sc2/C=N/N=C(\[O-])CCn2c3ccccc3c3ccccc32)c1
52	N#CCNC(=O)C1CC(=O)N(CCc2ccc(F)cc2)C1 (centres undefined)
53	Cc1ccc(C(C(=O)NCc2ccco2)N(C(=O)Cn2nnc3ccccc32)c2ccccc2)o1 (centres undefined)
54	CC(C)NC(=O)Nc1ccc2c(c1)C(=O)N([C@H](C)CO)C[C@H](C)[C@H](CN(C)CC1CCCCC1)OCCCC[C@H](C)O2
55	CCOC(=O)CSc1nc2ccsc2c(=O)n1C1CCN(C(=O)OCC)CC1
56	CCOC(=O)N1CCN(S(=O)(=O)c2ccc(C(=O)NNc3nc4c(C)cccc4s3)cc2)CC1
Assay by compound | 51 | 52 | 53 | 54 | 55 | 56
CASP6 VEID inh | -1 | 1 | . | -1 | 4 | 7
ARNT-TACC3 inh | -2 | -3 | 5 | 6 | 3 | 21
RAD52 anneal inh | 1 | -3 | . | 20 | -6 | 6
PglD DTNB | 2 | -1 | 2 | 4 | . | -5
E-sel inducer | . | 0.1 | . | -0.2 | . | 3.0
RAD54 inh | -6 | 9 | -15 | 13 | . | -11
esBAF inh | . | -12 | -3 | 4 | . | -9
ERp5 block | -4 | 2 | . | 10 | -4 | 0

Entries of single compounds from above. Order of values: CASP6 VEID inh | ARNT-TACC3 inh | RAD52 anneal inh | PglD DTNB | E-sel inducer | RAD54 inh | esBAF inh | ERp5 block
Listed for CCOC(=O)CSc1nc2ccsc2c(=O)n1C1CCN(C(=O)OCC)CC1 = 4 | 3 | -6 | . | . | . | . | -4
Listed for CC(C)NC(=O)Nc1ccc2c(c1)C(=O)N([C@H](C)CO)C[C@H](C)[C@H](CN(C)CC1CCCCC1)OCCCC[C@H](C)O2 = -1 | 6 | 20 | 4 | -0.2 | 13 | 4 | 10
Listed for CCOC(=O)N1CCN(S(=O)(=O)c2ccc(C(=O)NNc3nc4c(C)cccc4s3)cc2)CC1 = 7 | 21 | 6 | -5 | 3.0 | -11 | -9 | 0
Listed for Cc1ccc(C(C(=O)NCc2ccco2)N(C(=O)Cn2nnc3ccccc32)c2ccccc2)o1 (centres undefined) = . | 5 | . | 2 | . | -15 | -3 | .
